Compound activity from PubChem.
HTRA1 inhibitor: HTRA1 serine protease inhibitors, primary screen, biochemical, fluorescence polarization, HTS. recombinant HTRA1, FP-rhodamine activity-based probe. Q92743. 340,000 compounds, 0.5% hits. inhibition, % at 5.96 µM; in the data active = inhibition above about 36%;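 also: 0% = enzyme with DMSO and 100% = wells lacking enzyme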
PRMT1 inh: PRMT1 methyltransferase inhibitors, primary screen, biochemical, fluorescence polarization; recombinant PRMT1, activity-based probe fluorescence polarization; 370,000 compounds, 1.3% hits; Protein arginine N-methyltransferase 1 (Homo sapiens), Q99873; inhibition, % at 2.79 µM;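 active = inhibition above about 21% made by adding two undisclosed values, limit read from the data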
Target sequence (Q99873 whole entry, looked up): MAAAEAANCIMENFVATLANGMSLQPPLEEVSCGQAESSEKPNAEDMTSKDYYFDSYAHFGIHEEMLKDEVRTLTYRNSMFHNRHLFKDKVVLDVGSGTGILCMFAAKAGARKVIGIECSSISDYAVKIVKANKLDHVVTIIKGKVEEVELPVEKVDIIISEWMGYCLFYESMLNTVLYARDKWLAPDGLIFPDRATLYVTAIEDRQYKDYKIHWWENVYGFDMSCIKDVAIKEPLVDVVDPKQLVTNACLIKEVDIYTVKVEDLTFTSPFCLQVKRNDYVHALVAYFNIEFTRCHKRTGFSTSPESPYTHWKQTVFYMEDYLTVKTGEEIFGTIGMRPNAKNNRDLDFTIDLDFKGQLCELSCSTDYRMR
LEDGF integ inh: blockers of LEDGF/p75-dependent integrase strand transfer – biochemical, TR-FRET, high throughput, primary screen. HIV-1 integrase (with human LEDGF/p75). TR-FRET IN-LEDGF/p75 DNA integration, Eu/Cy5. inhibition, % at 3.7 µM. 370,000 compounds, 0.64% hits;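 active = inhibition above the screen-wide mean plus 3 SD, cut at about 13% in these data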;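 also: signal is the Cy5 over europium emission ratio at 671 and 618 nm; 0% = plate median of compound wells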
UHRF1 binding: UHRF1 methylated DNA binding inhibitors, primary screen, counter-screen for MBD2 inhibitor project, biochemical, TR-FRET, human UHRF1, single concentration. E3 ubiquitin-protein ligase UHRF1 (Homo sapiens), Q96T88. inhibition, % at 4.4 µM. AID 687016, 2013. UHRF1 binding to methylated oligo. 370,000 compounds, 0.75% hits; in the data active = inhibition above about 21%;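 also: UHRF1 SRA domain binding a hemimethylated CpG hairpin DNA probe; 0% = median of test compound wells and 100% = reference inhibitor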
rCAG RNA binder: binders of r(CAG) RNA repeats, primary screen, biochemical, fluorescence. r(CAG) RNA repeat, TO-PRO-1 dye displacement fluorescence. inhibition, % at 3 µM. 370,000 compounds, 1.3% hits;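 active = inhibition above the plate cutoff, the mean of all test compounds on that plate plus 3 SD, cut at about 35% in these data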;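 also: 0% = DMSO alone and 100% = 100 µM mitoxantrone as full dye displacement; higher means more dye released from RNA so lower well fluorescence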
MBD2 inh: inhibitors of MBD2 binding to methylated DNA, primary screen, biochemical, TR-FRET, DNA-binding domain, human. Methyl-CpG-binding domain protein 2 (Homo sapiens), Q9UBB5. MBD2 binding to methylated oligonucleotide. inhibition, % at 4.4 µM. 370,000 compounds, 0.31% hits. AID 686964, 2013; in the data active = inhibition above about 13%
Target sequence (Q9UBB5 whole entry, looked up, the tested form may be a part): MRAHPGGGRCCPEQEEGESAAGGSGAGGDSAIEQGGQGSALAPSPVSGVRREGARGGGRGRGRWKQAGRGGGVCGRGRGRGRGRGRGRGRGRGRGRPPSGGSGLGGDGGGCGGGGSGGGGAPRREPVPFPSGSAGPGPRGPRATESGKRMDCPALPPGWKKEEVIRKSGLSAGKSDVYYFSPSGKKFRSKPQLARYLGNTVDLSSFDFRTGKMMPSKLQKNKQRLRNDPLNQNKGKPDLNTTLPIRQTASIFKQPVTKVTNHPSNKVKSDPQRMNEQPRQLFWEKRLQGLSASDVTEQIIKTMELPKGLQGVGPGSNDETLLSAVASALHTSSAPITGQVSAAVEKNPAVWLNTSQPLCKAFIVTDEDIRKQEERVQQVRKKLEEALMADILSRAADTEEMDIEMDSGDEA
NR1D1 modulator: modulators of Rev-erb alpha DNA binding, primary screen, biochemical, FITC-DNA, fluorescence polarization, uHTS; Rev-erbα–FITC-DNA binding, 90 min; activity, % at 10 µM; 370,000 compounds, 0.79% hits; AID 1259318, 2017;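 active = activity above about 14%, limit read from the data; passing the limit was not always enough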;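 also: 0% = DMSO wells with 35 nM protein and 100% = DMSO wells with 750 nM protein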
ABHD4 inh: ABHD4 inhibitors, primary screen, biochemical, fluorescence polarization, mouse; 370,000 compounds, 0.54% hits; purified mABHD4, FP-Rh probe fluorescence polarization; (Lyso)-N-acylphosphatidylethanolamine lipase (Mus musculus), Q8VD66; AID 720543, 2013; inhibition, % at 8.92 µM;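 active = inhibition exceeding the mean over every tested compound plus 3 SD, cut at about 30% in these data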;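 also: 0% = plate median of compound wells and 100% = S159A mutant with DMSO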
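Assay system: mouse ABHD4 enzyme, wild type / Also added: fluorescent activity-based probe FP-Rh / Doses: single nominal dose of 8.92 µM, 0.89% DMSO final / Timing: 45 min compound pre-incubation plus 60 min probe step, 25 °C / Signal: FP readout, ex 525 nm / em 598 nm / Control set: S159A mutant/DMSO as 100%, compound-well median as 0%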
TCR CD3 inh: inhibitors of human TCR-CD3 interaction, primary screen, biochemical, fluorescence, TAMRA-labeled TCR probe | T-cell receptor (TCR) | inhibition, % at 9.4 µM | 360,000 compounds, 0.37% hits | AID 651800, 2012; in the data active = inhibition above about 19%;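 also: recombinant mutant TCR 2C K166C tagged with TAMRA read by polarization; 0% = receptor in buffer alone and 100% = receptor with positive control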
PG9 binder: binders of HIV-1 gp120 antibody PG9, primary screen, biochemical, TR-FRET; HIV-1 gp120 / PG9 antibody interaction; TR-FRET gp120-PG9 antibody binding; inhibition, % at 6.7 µM; 360,000 compounds, 0.43% hits; in the data active = inhibition above about 8.5%
Starred values were filed as active, the others as inactive; nt = no result given. This is a subset; rates above refer to the full screens.

SMILES	HTRA1 inhibitor	PRMT1 inh	LEDGF integ inh	UHRF1 binding	rCAG RNA binder	MBD2 inh	NR1D1 modulator	ABHD4 inh	TCR CD3 inh	PG9 binder
O=C(CSc1nc2ccccc2n1Cc1ccccc1Cl)NN=C/C(Br)=C/c1ccccc1	nt	2	-3	-3	7	0	-5	-6	nt	nt
CN(CC(=O)Nc1cccc(F)c1)C(=O)c1cccnc1Sc1ccccc1Cl	-3	3	-5	4	3	-3	5	0	-6	1.2
CC(C)CN=Cc1c(O)c([N+](=O)[O-])cc2oc3c(c12)CCCC3	44*	10	49*	-13	16	-14	4	20	6	-3.5
CSCC[C@H](NC(=O)NCc1ccc(F)cc1)C(=O)O	4	-1	1	0	1	0	-1	2	9	1.2
CSc1nc(-c2ccccc2F)c(C#N)c(=O)n1C	0	-2	1	0	-3	2	-2	0	4	-1.0
CCCCn1c(SCC(=O)Nc2cc(C)on2)nc2ccccc2c1=O	-1	0	4	1	3	1	43*	4	1	1.0
CCC(=O)c1ccc(OCC(O)Cn2nc(C)c(C(C)=O)c2C)cc1 (stereo not given)	8	0	-5	6	-4	2	0	5	-9	1.4
CCOC(=O)c1ccc(N2C(=O)CC(N(C)CCc3ccc(OC)c(OC)c3)C2=O)cc1 (stereo not given)	2	21	-2	0	-4	-2	2	3	5	1.9
COc1cc(OC)c(C2SCCCS2)cc1OC	-1	-2	2	-4	1	-5	-4	-3	-7	-2.3
O=C(CN1CCN(c2ccc(O)cc2)CC1)Nc1ccc(-c2ccccc2)cc1	16	21*	4	-1	-1	-1	-3	21	-3	-1.3
Nc1nc(SCc2ccc(Br)cc2)[nH]c(=O)c1-c1ccccc1	-11	-2	0	29*	-1	8	3	-4	7	-2.0
O=C(COC(=O)C1CCCCC1)Nc1ccc(S(=O)(=O)N2CCOCC2)cc1	8	1	-4	0	-2	1	-3	-3	4	-1.1
ON(Cc1c(F)cccc1Cl)Cc1c(F)cccc1Cl	-1	1	-1	1	-4	4	-2	3	-3	-0.3
COCc1nnc(NC(=O)C2CC(=O)N(c3ccc(C)c(Cl)c3)C2)s1 (stereo not given)	-6	1	1	-2	1	2	1	-4	5	-0.9
O=C(c1sc2cc([N+](=O)[O-])ccc2c1Cl)N1CCCCC1	1	-2	-1	-2	1	0	-1	16	7	0.1
CCCC(=O)OC12CCCN(C1)/C(=C/c1ccccc1)C2 (stereo not given)	nt	1	-3	2	1	6	-1	5	nt	nt
O=C(Nc1ccccc1C(=O)N1CCN(Cc2ccccc2)CC1)c1ccc(F)cc1	2	-3	-1	-1	-6	-3	3	-3	6	-0.9
Cc1cc(C(=O)CSC(C)c2nc3ccccc3c(=O)[nH]2)c(C)n1C (stereo not given)	8	10	2	-4	2	-7	1	3	3	-0.4
O=C(CN(C(=O)c1csnn1)c1cccc2ccccc12)NCc1ccc(F)cc1	3	0	0	-1	2	-4	-1	4	6	-1.0
COc1ccc(C(=O)NCC(=O)OCc2cccc(Br)c2)cc1	6	-1	0	3	-6	-2	-3	-3	1	0.9
CC(=O)ON1C(C)(C)CC(OC(=O)c2ccccc2)CC1(C)C	-3	-2	-2	-2	-5	2	3	2	2	0.4
O=C(O)CSC1c2ccccc2C(=O)N1Cc1ccccc1 (stereo not given)	-3	0	1	2	0	1	4	7	3	2.0
COc1ccc(F)cc1C(=O)C1CCCN(Cc2c(C)n(C)n(-c3ccccc3)c2=O)C1 (stereo not given)	6	1	-3	0	-6	6	-2	8	-3	-0.8
CCc1cccc2c(C(=O)CN3C(=O)NC4(CCCCCC4)C3=O)c[nH]c12	-16	0	-2	-2	6	-1	6	-9	0	1.1
Cc1ccc(C)c(CSCC(=O)NCc2cccs2)c1	-7	-2	-4	-1	-3	3	2	-3	11	1.2

Other records:
SMILES	HTRA1 inhibitor	PRMT1 inh	LEDGF integ inh	UHRF1 binding	rCAG RNA binder	MBD2 inh	NR1D1 modulator	ABHD4 inh	TCR CD3 inh	PG9 binder
Cc1ccc(C(=O)N2CC(=O)Nc3ccc(F)cc3C2c2ccccc2)cc1 (stereo not given)	0	-1	-2	1	-3	-2	-3	0	5	1.1
Cc1ccc2oc(=O)c(/C=C(\O)c3ccco3)nc2c1	9	8	4	3	4	-2	2	21	-13	-1.6
CCCCOCCCNC(=O)C[C@H]1C[C@@]2(C(=O)OC)C(=C[C@H](C(C)(C)C)O[C@@H]2C)N(CCc2ccc(OC)c(OC)c2)C1=O	nt	-3	2	-1	3	3	7	-1	nt	nt
CNC(=O)C1CN(C(=O)c2nn(Cc3ccccc3)c(=O)c3ccccc23)c2ccccc2O1 (stereo not given)	8	1	7	-1	3	5	-10	3	3	2.5
COc1ccc(NS(=O)(=O)c2ccc(NS(C)(=O)=O)cc2)cc1	-10	2	1	-2	3	1	-6	4	4	-0.3
CCOc1ccc(/C(O)=C2/C(=O)C(=O)N(CC3CCCO3)C2c2ccc(C)o2)cc1 (stereo not given)	-2	-1	0	-5	7	1	5	4	12	1.5
O=C(Nc1ccccc1Cl)c1cc(S(=O)(=O)N2CCOCC2)cs1	0	-1	0	-4	-1	-6	1	1	0	0.6
Nc1ccc2c(c1)Cc1cc(N)c(Br)cc1-2	20	4	-3	-7	9	-10	-3	24	1	-1.7
CCOc1cc(N2CCOCC2)c(OCC)cc1NC(C)C(=O)N1CCC(C)CC1 (stereo not given)	12	1	2	-2	0	0	-3	8	1	-7.1
Cc1cccc(NC(=S)NC(C)CCc2ccccc2)c1 (stereo not given)	-20	5	-7	3	-6	0	-1	2	-5	-1.2
C[C@@H](C(=O)Nc1ccc2c(c1)OCCO2)n1nnc2ccccc2c1=O	-6	-3	0	-2	-2	6	-8	-2	-1	-4.5
O=S(=O)(NC1=NCCCCC1)c1ccc(F)cc1F	4	3	-4	6	-1	1	-3	1	-13	0.4
Cc1oc(-c2ccccc2)nc1C(=O)OCC(=O)NCc1ccc(F)cc1	-3	-5	4	0	4	-3	-1	-3	5	-0.3
CCC1(CC)NC(=O)N(CC(=O)Nc2ccc(C)cc2C)C1=O	-4	-4	-2	-1	3	-3	13	-2	1	-0.7
CCCCOC(=O)Nc1nc(CC(=O)OCC)cs1	-1	3	-2	4	-3	3	-3	-7	2	-1.2
Cn1c(-c2ccc(Cl)cc2)cnc1NCc1cc2c(cc1[N+](=O)[O-])OCO2	15	2	5	1	3	-6	-7	19	-1	-1.3
Cc1sc2ncnc(SC(C)C(=O)N3c4ccccc4Sc4ccccc43)c2c1C (stereo not given)	-21	0	-4	0	0	0	7	8	9	-0.2
COc1ccccc1C(=O)NNC(=O)CN1C(=O)c2ccccc2C1=O	6	0	-1	7	-3	-4	-4	-3	-3	2.1
O=C(NCCC(c1ccccc1)c1ccccc1)c1cnc2sccn2c1=O	-1	5	-5	0	-2	1	26*	-1	-6	4.5
CC(C)(C)c1cc(C(=O)NNC(=O)Nc2ccccc2)n(Cc2ccccc2)n1	-8	-1	0	1	-2	3	6	-7	0	-0.2
COc1ccc2c(c1)[C@@]1(NCCc3c1[nH]c1ccc(OC)cc31)C(=O)N2	nt	-9	6	2	2	1	0	-2	nt	nt
O=C(NCc1ccccc1)C1=C[C@H](c2coc3ccccc3c2=O)C[C@H](OCCCCO)O1	-7	6	0	3	2	-2	-2	7	-2	3.0
CCCc1cc(N2CCOCC2)n2ncc(-c3ccccc3)c2n1	2	-1	4	0	-6	1	-5	3	-1	-0.6
CC1CC(C)(C)NC(=S)S1 (stereo not given)	7	-1	-2	4	1	4	-4	6	-4	0.4
COc1ccccc1N(CC(=O)NCc1ccccc1)C(=O)CCC(=O)Nc1nccs1	2	-2	-3	0	-6	-2	-2	-1	1	-1.2

(list continues)
SMILES	HTRA1 inhibitor	PRMT1 inh	LEDGF integ inh	UHRF1 binding	rCAG RNA binder	MBD2 inh	NR1D1 modulator	ABHD4 inh	TCR CD3 inh	PG9 binder
O=C(c1cc(C2CC2)nn1-c1ccccc1)N1CCN(c2ncc(C(F)(F)F)cc2Cl)CC1	-25	-2	-1	4	2	-1	-2	-2	3	-1.1
O=C(CN1CCCCCC1)Nc1ccc(Br)cn1	0	3	3	2	1	6	4	1	2	2.5
O=C(CC1Sc2ccccc2NC1=O)NNC(=O)Nc1ccc(Cl)cc1 (stereo not given)	8	7	-4	5	-2	4	4	1	-6	0.4
COCCN1C=C(C(=O)OC)C(c2ccccc2C(F)(F)F)C(C(=O)OC)=C1	-1	6	-2	8	-2	8	-1	-12	-3	1.4
CCCCc1ccc(NC(=O)COc2ccc(C(=O)Nc3ccccc3OC)cc2)cc1	nt	-5	-1	0	-1	-3	-7	-2	0	1.3
Cc1cccc(NC(=O)CSCC(=O)N(C)CC(=O)Nc2cccc(F)c2)c1	-6	-1	3	0	0	0	8	1	-4	-0.6
Cc1cc(NC(=O)Cn2cnc3c(nnn3-c3ccc(C)c(Cl)c3)c2=O)no1	-8	2	-1	1	1	-2	-9	2	3	0.5
CCC(C)NC(=O)/C=C/c1cccs1 (stereo not given)	2	-1	2	-3	1	4	0	6	-1	2.0
COc1ccc(NC(=O)Nc2ccccc2SC)cc1OC	-11	3	-7	3	-2	-3	0	-2	-2	0.0
CCc1ccc(-c2cc(C(=O)NN3CCN(C)CC3)c3ccccc3n2)cc1	1	-1	0	-5	-4	2	-4	0	2	-2.1
O=C(Nc1ccc([N+](=O)[O-])cc1)Nc1ccc(OC(F)F)c(Cl)c1	-112	3	0	0	22	2	4	-29	40*	0.5
CC1=C(N2CCN(c3ncccn3)CC2)CCC1=O	3	-5	-1	-3	-1	-1	-1	4	6	0.5
COc1ccc([N+](=O)[O-])cc1N(CC(=O)NCc1ccco1)S(C)(=O)=O	4	4	4	-3	4	-2	2	2	-9	-4.3
Nc1c(C(=O)CSc2nnc(-c3ccccc3)o2)c(=O)[nH]c(=O)n1C1CC1	9	3	-7	0	2	3	-1	2	-5	2.0
COc1ccccc1N(Cc1cc(=O)[nH]c2ccccc12)C(=O)c1ccccc1	0	-5	4	0	-4	-6	2	-6	-1	1.0
CCn1cnc2c(cnn2-c2ccccc2)c1=O	3	4	0	-1	0	2	4	1	-2	1.0
c1ccc(Cn2cc(CNc3ccccc3)nn2)cc1	-8	-4	-1	0	0	2	-3	-3	3	1.3
Cc1ccc(CN2CCCNC2=O)cc1	2	-2	-3	0	4	-1	1	-2	-3	-2.0
COc1ccccc1-c1cc(C(=O)N/N=C/c2cccs2)c2ccccc2n1	2	-3	-1	-5	12	-3	-1	-33	1	-1.4
